Dynein cargo inh – inhibitors of GR-EGFP nuclear translocation, primary screen, dynein cargo transport inhibitor project, imaging, high-content, 3617.4 mouse cells; test concentration mostly 20 µM; stimulated with dexamethasone, 1 µM; stronger effect = lower value; z-score, hits read low; hit rate 0.47% among 220,000;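 active = plate z-score of nuclear minus cytoplasmic receptor signal below a set negative limit, without overly bright fluorescence or cell loss, cut at about -3.5 in these data, passing the limit was not always enough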;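 also: z-score of nuclear minus cytoplasmic ring GR-EGFP intensity difference per well; some compounds called inactive have numbers as strong as hits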
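Buffer or medium – tet-free medium with charcoal-stripped serum · Signal – automated 10x imaging of fixed Hoechst-stained cells · Also added – dexamethasone agonist, 1.0 µM final, for 30 min · Incubation – induction 48 h, compound 1 h, agonist 30 min · Read-out – GR-EGFP nuclear translocation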
Hep lipid drop – inhibitors of hepatocyte lipid droplet formation, primary screen, imaging, high-throughput imaging, BODIPY stain | AID 1656, 2009 | AML12 mouse hepatocytes, oleate lipid droplets | inhibition, % at 6.5 µM | hit rate 0.4% among 240,000;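 active = lipid droplet intensity inhibited by at least 50%, with more than 500 cells counted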
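Test system: AML12 mouse liver cells; schedule: overnight exposure; technique: high-content imaging of BODIPY-stained droplets and DAPI nuclei; read-out: % inhibition of corrected integrated BODIPY droplet signal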
MT stabilize HCS – microtubule stabilizers in HeLa cells, primary screen, imaging, high-content imaging; HeLa tubulin immunostaining HCS, 24 h; share of cells brighter than vehicle mean+2SD; % tubulin-high responders, % at 10 µM; hit rate 0.83% among 200,000; AID 2205, 2009;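 active = plate Z-score above 3 for both tubulin-high and condensed-nucleus cell shares, with cell loss under 80%, at 10 µM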;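 also: anti alpha tubulin signal scored within the nucleus-defined area of each cell; some results filed as inactive read as strong as hits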
Insulin prom up – insulin promoter activators in MIN6 cells, imaging, high-content screening, mouse beta cells | MIN6 insulin promoter-GFP reporter; stronger effect = higher value | z-score at 5 µM | hit rate 0.3% among 190,000 | AID 1625, 2009;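 active = z-score above 3 at 5 µM with at least 500 cells counted in the well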
XIAP displacement – XIAP antagonists, biochemical, IAP family, fluorescence polarization (AID 1018) | E3 ubiquitin-protein ligase XIAP (Homo sapiens) | one-dose displacement, % at 20 µM; IC50 in µM for titrated hits | hit rate 0.007% among 200,000 | XIAP BIR domain, fluorescence polarization peptide displacement; higher % means a stronger effect; in the data active = displacement above about 50%; also: a part of the inactive calls stands beside numbers as strong as those of hits
CSM14.1 death rescue – rescue of cells from ER stress-induced death, primary screen, 384-well, CSM14.1, thapsigargin, ATP luminescence (AID 1222) | 190,000 tested, under 10 active | CSM14.1 thapsigargin-induced death rescue, ATP luminescence; higher % means a stronger effect | cellular ATP content (survival), % at 20 µM, or EC50 in µM where a hit was titrated;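 active = EC50 below 50 µM in the dose-response confirmation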;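 also: death triggered by thapsigargin at about 15 µM added after 2 h compound pretreatment; cell ATP read after overnight thapsigargin exposure of roughly 18 to 22 hours; normalized against plate controls of thapsigargin alone and 5% DMSO vehicle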
bCat nuc transl – modulators of beta-catenin nuclear translocation, primary screen, imaging, HeLa cells, immunofluorescence, high-content. hit rate 0.3% among 190,000. nuclear translocation activity, % at 5 µM;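 active = nuclear translocation activity above 50% at 5 µM, with a well cell count of 50 or more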;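 also: per-cell ratio of nuclear to cytoplasmic median beta-catenin stain intensity; plate controls were DMSO negative control for no effect and GSK-3 inhibitor IX positive control for full effect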
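test system = HeLa cells, endogenous beta-catenin | dosing = single 5 µM dose plus 0.02–20 µM confirmation series | times = compound treatment 24 h, 37°C, 5% CO2 | technique = beta-catenin immunofluorescence imaging with DAPI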
WT yeast gro inh – growth inhibition of WT strain, primary screen, mitochondrial fusion inhibitor project, WT and mutant strains, chemical genetic. inhibition, % at 10 µM. hit rate 2.1% among 190,000. mitochondrial fusion phenotypic screen; in the data active = inhibition above about 58%; tested in S. cerevisiae
Autophagy mod – autophagy modulators in MEF cells, primary screen, imaging, high-content, MEF GFP-LC3. MEF GFP-LC3 puncta imaging; test concentration mostly 10 µM. calls only at 10 µM (by protocol). hit rate 0.98% among 190,000;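 active = percentage of spot-positive cells more than 3 SD above its plate mean, without a fluorescence outlier flag or 80% toxicity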;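 also: spot-positive cell cutoff set from DMSO-treated cells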
WT yeast gro inh mutant strain – recorded beside WT yeast gro inh, whose call it bears; inhibition, %; mitochondrial fusion phenotypic screen, mutant strain inhibition
Dynein cargo inh cytoplasmic EGFP – recorded beside Dynein cargo inh, whose call it bears; z-score; measured here: cytoplasmic GR-EGFP intensity; stronger effect = higher value
Dynein cargo inh nuclear GR-EGFP – further read-out of Dynein cargo inh, marked with its call; z-score; measured here: nuclear GR-EGFP intensity;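 lower value marks the stronger effect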
Dynein cargo inh cell count – recorded beside Dynein cargo inh, whose call it bears; z-score; measured here: cell count per field
Insulin prom up cell count – also measured in Insulin prom up; calls as there; cell count; measured here: cytotoxicity, nuclei count;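 total cells summed across four imaged fields per well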
Hep lipid drop cells 6.5 µM – also measured in Hep lipid drop; calls as there; cell count; measured here: cell count, cytotoxicity flag;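 cells counted across two imaged fields per well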
bCat nuc transl cell count 5 µM – second read-out of bCat nuc transl, no call of its own (marks repeat the call); cell count; measured here: cell count, cytotoxicity flag
MT stabilize HCS Hoechst-high % – also measured in MT stabilize HCS; calls as there; % Hoechst-high responders; measured here: nuclear condensation Hoechst responders;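 share of cells brighter than vehicle mean plus two SD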
MT stabilize HCS cytotoxicity % – also measured in MT stabilize HCS; calls as there; toxicity, %; measured here: cytotoxicity by cell density;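 0% = mean cell density of plate MIN control wells and 100% = no cells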
Autophagy mod cell loss 18 h – further read-out of Autophagy mod, marked with its call; toxicity, %; measured here: cell loss, nuclei count;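 cell loss after 18 h compound exposure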
Starred values were filed as active, the others as inactive; i = inactive; / = no result given.

Every second line gives: MT stabilize HCS Hoechst-high %	bCat nuc transl	Autophagy mod	MT stabilize HCS cytotoxicity %	Autophagy mod cell loss 18 h	Dynein cargo inh nuclear GR-EGFP	bCat nuc transl cell count 5 µM	Hep lipid drop	Dynein cargo inh	XIAP displacement	Dynein cargo inh cytoplasmic EGFP	Dynein cargo inh cell count	WT yeast gro inh mutant strain	Insulin prom up	CSM14.1 death rescue	WT yeast gro inh	Insulin prom up cell count	Hep lipid drop cells 6.5 µM	MT stabilize HCS
Cc1nc(SCC(=O)Nc2ccccc2)c2oc3ccccc3c2n1
    2.4	-1.9	i	7.7	8	-0.12	1492	/	-0.1	-6.5%	-0.18	-0.079	-8	-0.16	-1.2%	-8	1202	/	1.3
COc1ccc(O)c(/C=N/Nc2nc3ccccc3[nH]2)c1
    1.1	4.2	i	3.8	27	0.85	1370	4	1.1	0.2%	0.17	-1.5	5	-0.79	-1.4%	8	1194	738	3.4
O=C1c2ccccc2C(=O)N1CCCOc1ccccc1
    1.8	/	i	5.4	7	0.24	/	-2	-0.13	-0.5%	-0.29	-0.48	-3	0	-1.1%	44	1294	686	3.8
COc1ccc2nc(N=Nc3ccc(O)c4ccccc34)sc2c1
    2.9	1.8	i	13	6	0.92	680	71*	1.6	-3.6%	-0.21	-0.35	41	/	-3.5%	42	/	559*	11
O=C1C(=O)N(C2CCCC2)C(=O)N1Cc1c(F)cccc1Cl
    1.5	-1.0	i	0.9	-1	-0.15	1050	-11	-0.52	-6.4%	-0.36	0.21	2	-0.53	0.5%	8	1099	728	2.5
CCOC(=O)C1CCN(C(=O)COC(=O)c2cccc(F)c2)CC1
    2.2	-2.6	i	5.1	13	-0.28	1093	-12	-0.45	-3.8%	-0.15	0.31	-9	-0.1	-1.4%	-2	1315	703	3.4
OCc1nnn(-c2cccc(C(F)(F)F)c2)c1CO
    2.9	/	i	5.4	2	-0.3	/	/	-1	-3.4%	-0.31	0.37	-2	/	0.2%	-16	/	/	4.6
CC(C)CN(CC(C)C)S(=O)(=O)N1CCC(C(=O)NCc2ccc3c(c2)OCO3)CC1
    3.0	1.3	i	7.9	9	1.3	1039	2	1	-3.4%	-0.038	-1.2	2	0.13	-0.6%	7	1159	687	4.4
C[C@H](NC(=O)OCc1ccccc1)C(=O)NNC(=O)[C@H](C)NC(=O)OCc1ccccc1
    /	-0.2	/	/	/	0.033	1372	-4	-0.13	/	-0.79	-0.22	/	0.49	/	/	901	719	/
Cc1cc(C)n(CCC(=O)N/N=C/c2c(O)ccc3ccccc23)n1
    /	1.5	/	/	/	0.69	1308	0	-0.31	/	-0.19	-0.22	/	0.04	/	/	775	683	/
COc1ccc([N+](=O)[O-])cc1N(CC(O)Cn1nnc2ccccc21)S(=O)(=O)c1ccc(C)cc1 (stereo not drawn)
    1.7	0.7	i	7.3	10	0.81	1412	/	-0.065	-20%	-0.18	-0.59	2	-0.13	-1.7%	-2	1322	/	1.8
O=C(CNC(=O)C1COc2ccccc2O1)N/N=C\c1ccc(Cl)cc1 (stereo not drawn)
    /	-3.1	/	/	/	-0.36	1160	12	-0.81	/	-0.084	0.39	/	-0.4	/	/	1431	660	/
O=C(NC1CCCCC1)c1ccc(Cl)c(NC(=O)c2ccccc2F)c1
    2.5	-0.1	i	1.7	4	0.42	963	-1	0.06	-20%	-0.19	-0.88	9	0.11	-0.9%	3	1328	658	1.9
O=C(c1nc2ccccn2c1CNCCCn1nnc2ccccc21)N1CCOCC1
    1.8	-0.5	i	5.6	-14	1.5	914	-15	1.9	-1.6%	-5.1e-05	-2.5	-1	/	0.1%	-2	/	710	2.7
CCOC(=O)CSc1nc2ccccc2c(=O)n1CC1CCCC1
    1.9	-2.4	i	5.2	-6	-0.54	1212	-8	-0.98	-18%	-0.22	-0.7	10	0.39	3.1%	30	1058	776	4.6

Next entries
Every second line gives: MT stabilize HCS Hoechst-high %	bCat nuc transl	Autophagy mod	MT stabilize HCS cytotoxicity %	Autophagy mod cell loss 18 h	Dynein cargo inh nuclear GR-EGFP	bCat nuc transl cell count 5 µM	Hep lipid drop	Dynein cargo inh	XIAP displacement	Dynein cargo inh cytoplasmic EGFP	Dynein cargo inh cell count	WT yeast gro inh mutant strain	Insulin prom up	CSM14.1 death rescue	WT yeast gro inh	Insulin prom up cell count	Hep lipid drop cells 6.5 µM	MT stabilize HCS
O=C(Nc1ccccc1)c1ccc(-c2ccc(F)cc2)s1
    2.7	-1.0	i	9.9	-28	0.023	1518	-5	0.0038	-1.4%	-0.3	0.38	5	-0.48	-1.9%	-5	1392	762	3.2
O=C1CC(c2ccccc2Cl)CC(O)=C1C=Nc1ccccc1 (stereo not drawn)
    3.6	-3.5	i	4.9	-11	-0.48	930	16	-0.7	-2.3%	-0.26	0.52	-23	0.69	-2.2%	-16	1343	619	3.2
O=Cc1cccn1Cc1ccc(Cl)cc1Cl
    1.3	/	i	18	-6	-0.05	/	5	0.087	0.6%	-0.4	0.63	6	-0.38	-1.1%	4	904	767	1.2
c1csc(-c2nc3nc4ccccc4nc3n2Cc2ccc3c(c2)OCO3)c1
    1.7	0.3	i	3.2	-15	0.4	1068	-29	0.061	3.1%	-0.012	0.94	0	-0.72	/	0	1223	723	2.0
COc1ccc(NC(=O)C2CCCN(S(=O)(=O)c3ccc4c(c3)oc(=O)n4C)C2)c(OC)c1 (stereo not drawn)
    2.3	/	i	2.5	6	-0.22	/	/	-0.42	-3.3%	-0.14	-0.12	14	0.03	-0.3%	11	943	/	2.7
COc1cc(OC)c(OC)cc1CN1CCCC(C(=O)c2ccccc2SC)C1 (stereo not drawn)
    1.3	-2.3	i	3.2	15	-0.1	1049	-20	0.22	-16%	-0.29	0.54	9	0.72	-1.8%	10	1513	732	1.5
COc1ccc(-c2nc3nc(C)cc(=O)n3[nH]2)cc1
    1.2	/	i	3.6	-7	-0.1	/	3	-0.48	-5.6%	-0.19	0.98	-5	0.07	-2.0%	-2	1000	817	1.7
CC/C(O)=C1\C(=O)CCCC1=NCc1nc2ccccc2[nH]1
    2.6	/	i	2.3	-4	0.14	/	1	0.015	-3.6%	-0.21	-0.17	0	-0.5	-0.8%	10	1112	716	4.3
C=CCn1c(SCC(=O)Nc2sccc2C(N)=O)nc2ccc(Cl)cc2c1=O
    12	-0.1	i	12	16	-0.07	828	/	0.052	-3.2%	-0.13	0.023	15	-0.89	-0.1%	25	666	/	10
Cc1cc(OCC(=O)O)c2ccccc2n1
    2.7	-7.3	i	7.3	-10	-0.068	1013	/	-0.33	-1.9%	-0.34	0.23	15	0.41	0.1%	1	1335	/	3.6
O=C(Nc1ccccc1NC(=O)c1ccco1)c1ccco1
    1.7	-0.7	i	5.3	2	-0.22	935	/	-0.93	-4.8%	-0.22	0.95	-49	-0.55	-0.8%	-45	1284	/	2.1
C/C(O)=C(/N=O)C(=O)Nc1ccccc1
    3.0	1.3	i	4.9	-7	0.41	1372	/	-0.1	0.3%	-0.26	-1.1	14	0.55	-1.2%	-12	1335	/	4.5
CCCCc1noc(-c2c(-c3ccccc3Cl)noc2C)n1
    2.0	0.2	i	7.7	-19	0.55	1131	11	1.2	0.2%	-0.25	-0.69	19	0.8	-3.5%	53	1247	735	2.6
N#Cc1nc(COc2ccccc2)oc1N1CCN(c2cccc(Cl)c2)CC1
    1.4	1.4	i	5.2	0	0.24	881	-30	0.82	-6.5%	-0.16	0.76	0	0.05	/	14	1068	652	2.7
Cc1ccc(N/C=C(\C#N)c2ccc(OCCCF)cc2)cc1
    1.2	3.9	i	12	0	-0.16	1094	-1	-0.13	-6.6%	-0.018	0.23	-31	0.52	4.0%	-35	772	723	1.1

Next entries
Every second line gives: MT stabilize HCS Hoechst-high %	bCat nuc transl	Autophagy mod	MT stabilize HCS cytotoxicity %	Autophagy mod cell loss 18 h	Dynein cargo inh nuclear GR-EGFP	bCat nuc transl cell count 5 µM	Hep lipid drop	Dynein cargo inh	XIAP displacement	Dynein cargo inh cytoplasmic EGFP	Dynein cargo inh cell count	WT yeast gro inh mutant strain	Insulin prom up	CSM14.1 death rescue	WT yeast gro inh	Insulin prom up cell count	Hep lipid drop cells 6.5 µM	MT stabilize HCS
COc1ccc(CC(=O)OCc2cc3ccccc3[nH]c2=O)cc1
    2.1	1.4	i	9.7	5	0.82	1099	/	0.21	-2.0%	-0.11	-0.59	7	/	-0.1%	30	/	/	4.3
O=C(c1ccc(F)cc1)N1CCOCC1
    1.2	1.4	i	5.8	2	0.79	1029	-6	0.69	-2.3%	-0.3	-0.27	7	-0.83	0.0%	9	1390	712	3.3
O=C1N/C(=C\c2ccc(O)cc2)C(O)=C1C=NCc1ccccc1
    3.5	0.5	i	0.7	16	-0.77	913	0	-0.98	-6.3%	-0.24	1.1	-16	/	2.1%	-16	/	641	5.5
CC1(C)Cc2nc3oc4c(N(CCO)Cc5ccccc5)ncnc4c3cc2CO1
    3.8	/	i	18	2	0.74	/	7	0.84	-1.2%	-0.21	0.3	11	-0.61	/	6	1255	729	2.5
COc1ccc(OC)c(NC(=S)NCCSc2ccc(C)cc2)c1
    1.6	1.5	i	11	0	-0.057	900	-50	-0.76	-0.4%	0.36	0.67	50*	-0.99	-3.6%	67*	1293	723	1.1
COC(=O)c1ccc(CSc2nnnn2-c2ccccc2)o1
    3.7	-0.3	i	5.8	16	-0.18	1189	/	-0.79	0.4%	-0.23	0.95	8	0.33	-1.0%	17	934	/	3.9
